Assay outcomes from PubChem BioAssay.
ANO1 activ: mouse TMEM16A channel activation, primary screen; actives 0.3% (n = 340,000); HEK293 TMEM16A/YFP-H148Q/I152L, iodide quench fluorescence; active compounds read low; B-score at 10 µM;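 active means fluorescence-ratio B-score plate-corrected deviation score at least 3 library SD below zero, with starting fluorescence score within 5 deviations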;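 further: channel opened by trigger with iodide after compound preincubation; score built on the fluorescence ratio of max minus min over baseline; more negative score means more quench and so TMEM16A activation or potentiation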
RGS4 block: human RGS4 inhibition; P49798; HEK293 M3R/RGS4 inducible, Fluo-4 calcium flux; active compounds read high; triggered by carbachol at its EC20; B-score at 10 µM; actives 0.45% (n = 310,000);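 active means B-score, a plate-corrected calcium signal, over three deviations above library mean, with baseline fluorescence within five deviations of library mean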;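 further: RGS4 expression induced by doxycycline in cells with stable M3 receptor; B-score is computed from the integrated fluorescence ratio over baseline after carbachol; higher B-score means a larger calcium signal and so more RGS4 inhibition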
Target sequence (P49798 whole entry, looked up): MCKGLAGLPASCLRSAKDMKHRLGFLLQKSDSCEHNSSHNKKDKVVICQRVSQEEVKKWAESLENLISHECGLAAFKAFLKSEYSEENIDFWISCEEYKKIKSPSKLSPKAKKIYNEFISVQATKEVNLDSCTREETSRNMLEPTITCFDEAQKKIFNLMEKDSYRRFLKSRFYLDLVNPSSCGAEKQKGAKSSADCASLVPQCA
RGS4 pot: potentiators or activators of RGS4. HEK293 M3R/inducible RGS4, carbachol calcium flux Fluo4; active compounds read low. B-score at 10 µM. actives 0.92% (n = 310,000). AID 463111;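 active means B-score of the integrated calcium signal more than 4 SD below the library mean, with starting fluorescence not abnormally high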;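 further: negative B-score means reduced calcium response which marks RGS4 activation or potentiation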
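System – HEK293 FlpIn-TREx cells, stable M3R, doxycycline-inducible RGS4 · Reagent – ECmax carbachol challenge · Times – compound preincubation 20 min at room temperature before agonist · Technique – Fluo4 fluorescence kinetic imaging of calcium · Measure – B score of integrated Fluo4 ratio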
MrgX1 ag: agonists of human MrgX1 receptor. Q96LB2. MrgX1-HEK293 cells, Fluo-4 calcium fluorescence, agonist mode; active compounds read high. B-score at 10 µM. actives 0.44% (n = 310,000). AID 588627;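 active means calcium response B-score plate-corrected fluorescence ratio at least 3 library SD, with starting fluorescence B-score inside 5 SD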
Target sequence (Q96LB2 whole entry, looked up): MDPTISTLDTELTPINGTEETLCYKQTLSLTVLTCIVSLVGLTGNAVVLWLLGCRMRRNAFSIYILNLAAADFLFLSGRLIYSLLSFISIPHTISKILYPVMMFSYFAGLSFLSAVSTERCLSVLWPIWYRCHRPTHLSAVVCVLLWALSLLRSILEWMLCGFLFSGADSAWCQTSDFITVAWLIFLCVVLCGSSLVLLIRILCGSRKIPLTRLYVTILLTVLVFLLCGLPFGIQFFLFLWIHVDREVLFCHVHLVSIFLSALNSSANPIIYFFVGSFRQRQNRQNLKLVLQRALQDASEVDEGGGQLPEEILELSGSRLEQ
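System: HEK293 cells stably expressing human MrgX1 receptor; Dosing: test compound in the initial addition of three; Schedule: overnight plating, then 30 min 37 °C plus 30 min room-temperature dye loading; Detection: kinetic calcium dye fluorescence, Fluo-4 NW; Controls: per-plate positive and negative controls for Z′ factor.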
MrgX1 antagonist: blocks BAM8-22 activation of human MrgX1 receptor. Q96LB2. MRGX1-HEK293 calcium flux, Fluo-4, BAM8-22 antagonism; active compounds read low. B-score at 10 µM. actives 1.3% (n = 310,000). AID 588676;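 active means calcium-response B-score plate-corrected more than 3 library SD below zero, starting fluorescence within 5 deviations, no agonist response on first addition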;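 further: peak minus trough fluorescence over baseline after final BAM8-22 challenge near maximal dose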
MrgX1 allo act: human MrgX1 positive allosteric modulation, primary screen; MrgX1-HEK293, Fluo-4 calcium flux, FDSS; active compounds read high; B-score at 10 µM; Q96LB2; actives 0.63% (n = 310,000);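 active means plate-corrected calcium response at least 3 library SD above typical, normal starting fluorescence, not activating the receptor alone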;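 further: compound read alongside a low EC10 to EC30 dose of BAM8-22 agonist; peak minus trough fluorescence over baseline measured at the second addition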
TRPC6 act: activates the mouse TRPC6 cation channel | HEK293-TRPC6 membrane potential dye fluorescence; active compounds read high | Q61143 | actives 0.13% (n = 310,000) | B-score at 10 µM;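 active means B-score of the integrated fluorescence ratio above library mean plus 3 SD, and starting fluorescence ratio within library mean plus 5 SD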;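 further: higher score means more depolarization so channel activation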
TRPC6 inh: mouse TRPC6 channel inhibition | Q61143 | HEK293-TRPC6, membrane potential dye, ACh-evoked depolarization; active compounds read low | AID 2553 | B-score at 10 µM | actives 1.1% (n = 310,000);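 active means B-score under library mean minus 3 SD, initial fluorescence not abnormally high, positive integrated signal ratio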;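 further: B-score derived from integrated fluorescence ratio over the kinetic read; more negative B-score means stronger inhibition of depolarization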
HDAC3 inhib: human HDAC3 inhibition; O15379; recombinant HDAC3, fluorogenic peptide/trypsin coupled, fluorescence; inhibition, % at 8.3 µM; actives 0.15% (n = 320,000); AID 2718; in the data active means inhibition above about 26%, passing the limit was not always enough; inconclusive means no clear call, values can overlap the other calls
Target sequence (O15379 whole entry, looked up): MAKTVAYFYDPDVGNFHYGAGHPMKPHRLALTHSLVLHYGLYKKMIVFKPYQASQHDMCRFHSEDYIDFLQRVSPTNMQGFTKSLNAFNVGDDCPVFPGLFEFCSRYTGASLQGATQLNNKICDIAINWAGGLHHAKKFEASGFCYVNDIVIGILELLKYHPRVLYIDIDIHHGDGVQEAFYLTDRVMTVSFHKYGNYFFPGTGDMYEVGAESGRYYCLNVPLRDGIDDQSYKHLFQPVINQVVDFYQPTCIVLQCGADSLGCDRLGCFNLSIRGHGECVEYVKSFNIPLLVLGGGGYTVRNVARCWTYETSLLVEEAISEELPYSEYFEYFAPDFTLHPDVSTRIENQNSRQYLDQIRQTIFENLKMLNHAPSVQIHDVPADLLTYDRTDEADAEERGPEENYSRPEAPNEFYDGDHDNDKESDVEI
TMEM16A inh: blocks the mouse calcium-activated chloride channel TMEM16A; Q8BHY3; HEK293 TMEM16A/YFP iodide influx fluorescence, ionomycin; normalized B-score (activity score, 25-100; higher = stronger inhibition) at 10 µM; actives 1.2% (n = 310,000); AID 588511;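 active means ratio plate-corrected score three or more library SD toward inhibition, starting fluorescence score within five deviations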;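 further: score derived from kinetic fluorescence span divided by baseline fluorescence per well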
SKKanGAS inh: blocks kanamycin growth of S. pyogenes SKKanGAS strain. AID 1662. inhibition, % at 7.5 µM. BacTiter-Glo, 6 h. actives 1.3% (n = 300,000);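 active means mean replicate score, as percent of positive control median, at least 50; inconclusive means mean below 50 but one replicate at or above 50; inactive means mean and every replicate below 50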;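 further: strain carries kanamycin resistance gene driven by streptokinase promoter and grows in 40 µg/ml kanamycin; loss of luminescence reflects streptokinase promoter inhibition or plain growth inhibition; 0% = median of DMSO wells and 100% = positive control at its reference dose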
Starred values were filed as active, the others as inactive; i = inactive; ? = inconclusive; · = not tested or not shown. Rows were taken by chance; 6.7% or so of the library scored in one or more.

Order of results – ANO1 activ	RGS4 block	RGS4 pot	MrgX1 ag	MrgX1 antagonist	MrgX1 allo act	TRPC6 act	TRPC6 inh	HDAC3 inhib	TMEM16A inh	SKKanGAS inh
- Cc1nn(Cc2ccc(Cl)c(Cl)c2)c(C)c1NC(=O)c1cc(-c2ccc3c(c2)OCO3)on1
  i	i	i	i	i	i	i	i	9	i	34
- COc1ccc(-n2nc(C(=O)NCC(=O)NC(C)C)c3ccccc3c2=O)cc1Cl
  i	i	i	i	i	i	i	i	8	i	4
- CCS(=O)(=O)N1CCCC(C(=O)NCc2ccccc2Cl)C1 (centres undefined)
  i	i	i	i	i	i	i	i	-3	i	·
- CCOc1ccc(CN2CCN(Cc3nc4c(s3)CCCC4)CC2CCO)cc1 (centres undefined)
  i	i	i	i	i	i	i	i	-2	i	7
- COc1ccc(Cl)cc1N(CC(=O)N(C)C)S(=O)(=O)c1ccc(C)c([N+](=O)[O-])c1
  i	i	i	i	i	i	i	i	2	i	13
- Cc1nnc(NC(=O)CSc2nnc(Cc3cccn3C)n2-c2cccc(C(F)(F)F)c2)s1
  i	i	i	i	i	i	i	i	1	i	3
- C[C@@H]1C[C@H](Nc2ccccc2)c2ccccc2N1C(=O)c1cccnc1
  i	i	i	i	i	i	i	i	5	i	0
- Cc1cc(C)n(CCC(=O)N2CCCC(Nc3ccc(F)cc3)C2)n1 (centres undefined)
  i	i	i	i	i	i	i	i	3	i	4
- CN(CC(=O)N(CCO)Cc1ccccc1)S(=O)(=O)c1ccc2c(c1)c(=O)n(C)c(=O)n2C
  i	i	i	i	i	i	i	i	0	i	-11
- COc1cc2c(C(=O)O)c(C)n(-c3ccccc3)c2c2ccccc12
  i	i	i	i	i	i	i	i	-3	i	3

Single records, from the list above:
Entry for COc1cc2c(C(=O)O)c(C)n(-c3ccccc3)c2c2ccccc12 : ANO1 activ = i; RGS4 block = i; RGS4 pot = i; MrgX1 ag = i; MrgX1 antagonist = i; MrgX1 allo act = i; TRPC6 act = i; TRPC6 inh = i; HDAC3 inhib = -3; TMEM16A inh = i; SKKanGAS inh = 3
Entry for C[C@@H]1C[C@H](Nc2ccccc2)c2ccccc2N1C(=O)c1cccnc1 : ANO1 activ = i; RGS4 block = i; RGS4 pot = i; MrgX1 ag = i; MrgX1 antagonist = i; MrgX1 allo act = i; TRPC6 act = i; TRPC6 inh = i; HDAC3 inhib = 5; TMEM16A inh = i; SKKanGAS inh = 0

The list goes on.
Order of results – ANO1 activ	RGS4 block	RGS4 pot	MrgX1 ag	MrgX1 antagonist	MrgX1 allo act	TRPC6 act	TRPC6 inh	HDAC3 inhib	TMEM16A inh	SKKanGAS inh
- CCOc1ccc2ncc(C(=O)c3ccc(OC)cc3)c(N3CCN(CC)CC3)c2c1
  i	i	i	i	i	i	i	i	9	i	-4
- CCOC(=O)N1CCC(NC(=O)C2=CCN(S(=O)(=O)c3ccccc3)CC2)CC1
  i	i	i	i	i	i	i	i	3	i	2
- Cc1cc(C)cc(N(C(=O)c2csnn2)C(C(=O)NC2CCCC2)c2cccnc2)c1 (centres undefined)
  i	i	i	i	i	i	i	i	-2	i	0
- COc1ccc(NC(=O)CSCc2ccc([N+](=O)[O-])cc2)cc1OC
  i	i	i	i	i	i	i	i	?	i	1
- COc1ccc(-c2nc(CS(=O)(=O)CC(=O)NCCCN3CCOCC3)c(C)o2)cc1
  i	i	i	i	i	i	i	i	1	i	-1
- CCC(c1nnnn1CCOC)N1CCN(Cc2ccccc2)CC1 (centres undefined)
  i	i	i	i	i	i	i	i	4	i	-2
- COc1ccc(C(=O)NNC2=C(C(=O)C(F)(F)F)CCC2)cc1
  i	i	i	i	i	i	i	i	13	i	5
- COc1ccc(S(=O)(=O)N2CCCC(C(=O)NCC3CCCO3)C2)cc1OC (centres undefined)
  i	i	i	i	i	i	i	i	7	i	4
- C/C(=N/NC(=O)C1CC1(c1ccccc1)c1ccccc1)c1ccco1 (centres undefined)
  i	i	i	i	i	i	i	i	12	i	11
- COc1ccc(CN(C(=O)/C=C/C(=O)c2ccc(OC)cc2O)C(C(=O)NC2CCCCC2)c2ccncc2)cc1 (centres undefined)
  i	i	i	i	i	i	i	i	13	i	12
- Cc1c(NC(=O)c2c(N)sc3c2CCCC3)c(=O)n(-c2ccccc2)n1C
  i	i	i	i	i	i	i	i	8	i	1
- Cc1cccc(N2CCN(S(=O)(=O)c3ccc4c(c3)CCN4C(=O)CCC(=O)O)CC2C)c1 (centres undefined)
  i	i	i	i	i	i	i	i	-3	i	2
- Cc1nnc2sc(SCc3ccccc3)nn2c1=O
  ·	i	i	i	i	i	i	i	-2	i	-8
- N#CC1(Cc2ccccc2)c2ccccc2C=CN1C(=O)c1ccccc1 (centres undefined)
  i	i	i	i	i	i	i	i	13	100*	17
- CCOc1ccc(-c2cc(N)n(S(=O)(=O)c3ccc(OC)cc3)n2)cc1
  i	i	i	i	i	i	i	i	?	i	-3
- O=C(CN1CCC(Cc2ccccc2)CC1)NCCc1ccc(F)cc1
  i	i	i	i	i	i	i	i	3	i	-3
- O=C1CSC(c2cn(-c3ccccc3)nc2-c2cccs2)N1Cc1ccccc1 (centres undefined)
  ·	i	i	i	i	i	i	i	-3	i	11
- CCC(C)NC(=O)c1ccccc1NC(=O)C(C)N(c1ccccc1)S(C)(=O)=O (centres undefined)
  i	i	i	i	i	i	i	i	-3	i	-2
- CSc1ccc(/C=N/NC(=O)CN2CCN(Cc3ccccc3)CC2)cc1
  i	i	i	i	i	i	i	i	7	i	10
- O=C(O)c1ccc(Nc2nc(-c3cccnc3)cs2)cc1
  i	i	i	i	i	i	i	i	-9	i	8
- Cn1c(N2CCCC2)nc2c1c(=O)n(Cc1ccc(F)cc1)c(=O)n2C
  i	i	i	i	i	i	i	i	·	i	-1
- Cc1ccc(/C=C/C(=O)OCC(=O)N(CC(C)C)c2c(N)n(Cc3ccccc3)c(=O)[nH]c2=O)o1
  i	i	i	i	i	i	i	i	3	i	2
- NC(=O)C1CCN(C(=O)/C(=C/c2ccccc2)NC(=O)c2ccccc2)CC1
  i	i	i	i	i	i	i	i	0	i	3
- C#CCOCCOCCOCCNc1nc(N2CCN(C(=O)Cn3cc(CCCCN)nn3)CC2)nc(N2CCN(C(=O)[C@H]([C@@H](C)CC)n3cc(CCCCN)nn3)CC2)n1
  i	·	·	i	i	i	·	·	2	i	·
- CCN1C(=O)CC(C(=O)NC)SC1=Nc1cc(Cl)c(O)c(Cl)c1 (centres undefined)
  i	i	i	i	i	i	i	i	2	i	-2
- COc1ccc(NC(=O)CN2CCN(C(=O)c3ccco3)CC2)c(OC)c1
  i	i	i	i	i	i	i	i	0	i	8
- O=C(Cn1cnc2c(nnn2Cc2ccccc2F)c1=O)NCc1ccco1
  i	i	i	i	i	i	i	i	-3	i	-5
- FC(F)(F)c1cc(-c2ccco2)nc(N2CCOCC2)n1
  i	i	i	i	i	i	i	i	6	i	0
- C[C@@H](C(=O)NCc1ccccc1)N1C(=O)C2CC=CCC2C1=O (some centres undefined)
  i	i	i	i	i	i	i	i	-6	i	-6
- CC12CC3(C)CC(C)(C1)CC(C(=O)NC(=S)NC(C)(C)C)(C2)C3
  i	i	i	i	i	i	i	i	-1	i	46

Filtered by structure, the compounds so far with fluorine
Order of results – ANO1 activ	RGS4 block	RGS4 pot	MrgX1 ag	MrgX1 antagonist	MrgX1 allo act	TRPC6 act	TRPC6 inh	HDAC3 inhib	TMEM16A inh	SKKanGAS inh
- Cc1nnc(NC(=O)CSc2nnc(Cc3cccn3C)n2-c2cccc(C(F)(F)F)c2)s1
  i	i	i	i	i	i	i	i	1	i	3
- Cc1cc(C)n(CCC(=O)N2CCCC(Nc3ccc(F)cc3)C2)n1 (centres undefined)
  i	i	i	i	i	i	i	i	3	i	4
- COc1ccc(C(=O)NNC2=C(C(=O)C(F)(F)F)CCC2)cc1
  i	i	i	i	i	i	i	i	13	i	5
- O=C(CN1CCC(Cc2ccccc2)CC1)NCCc1ccc(F)cc1
  i	i	i	i	i	i	i	i	3	i	-3
- Cn1c(N2CCCC2)nc2c1c(=O)n(Cc1ccc(F)cc1)c(=O)n2C
  i	i	i	i	i	i	i	i	·	i	-1
- O=C(Cn1cnc2c(nnn2Cc2ccccc2F)c1=O)NCc1ccco1
  i	i	i	i	i	i	i	i	-3	i	-5
- FC(F)(F)c1cc(-c2ccco2)nc(N2CCOCC2)n1
  i	i	i	i	i	i	i	i	6	i	0

Going on with the list.
Order of results – ANO1 activ	RGS4 block	RGS4 pot	MrgX1 ag	MrgX1 antagonist	MrgX1 allo act	TRPC6 act	TRPC6 inh	HDAC3 inhib	TMEM16A inh	SKKanGAS inh
- COc1ccc(CCNC(=O)/C(C#N)=C/c2cccc(OCc3ccccc3)c2)cc1OC
  i	i	i	i	i	i	i	i	·	i	15
- O=C(c1cc2ccccc2o1)N1CCN(Cc2ccc3c(c2)OCO3)CC1
  i	i	i	i	i	i	i	i	1	i	-11
- CC/C(=N\NC(=O)Cc1ccc(Br)cc1)c1cccs1
  i	i	i	i	i	i	i	i	-1	i	8
- Nc1c2c(nc3ccccc13)CCCC2=O
  i	i	i	i	i	i	i	i	-6	i	25
- CC1CCN(C(=S)c2ccc3c(c2)OCO3)CC1
  i	i	i	i	i	i	i	i	2	i	2
- CCOCCCNC(=O)c1cc2cc3cc(OC)ccc3nc2o1
  i	i	i	i	i	i	i	i	-34	i	-7
- CN(C)CCNC(=O)C(C(=O)c1ccccc1)n1ccccc1=O (centres undefined)
  i	i	i	i	i	i	i	i	4	i	-1
- O=C(CSc1ccc(-c2ccco2)nn1)Nc1ccc(F)cc1F
  i	i	i	i	i	i	i	i	7	i	9
- CC(C)c1cc(C(=O)NNC(=S)NC2CCCCC2)cs1
  i	i	i	i	i	i	i	i	-2	i	-4
- COc1cccc(C(=O)NC2CCN(CC(=O)Nc3nccs3)CC2)c1
  i	i	i	i	i	i	i	i	-3	i	-10
- CCCCCCCCN1[C@@H](CC(=O)OC)c2cc(C(F)(F)F)ccc2S1(=O)=O
  i	i	i	i	i	i	i	i	5	i	-3
- CC(C)(C)C1CCC(=O)N(CCOc2ccccc2)CC1 (centres undefined)
  i	i	i	i	i	i	i	i	6	i	0
